KCNH2 3.1 inh = inhibitors of human KCNH2 3.1 potassium channel isoform | hit rate 0.95% among 340,000 | U2OS KCNH2 3.1, thallium flux FluxOr; active compounds read low | activity change, % (tested at about 1.8 µM);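 active means maximum activity change below -70%; inconclusive means maximum activity change from -70% to -50%; inactive means maximum activity change above -50%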;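 further: thallium influx rate constant from kinetic fluorescence after stimulation buffer; on the % scale 0 is the no-effect control and ±100 the full control effect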
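Thallium flux via FluxOr fluorescence (Red40 quencher, 45 min loading) in U2OS cells virally expressing the KCNH2 3.1 isoform (1.77 x 10^8 /mL virus, overnight at 37 C). Rate constants from 2-min kinetic reads post-stimulation, normalised to positive and negative controls.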
Rab9 promoter act = activates the Rab9 promoter | Huh7 Rab9 promoter-luciferase reporter, luminescence, 24 h | Potency, µM (top dose mostly 9.22 µM), for inactives: top-dose activation, negative = inhibition, most hits filed as activators | hit rate 2.8% among 320,000 | AID 485297; further: potency means the concentration at half of the fitted maximal effect; % of control where 0% means no effect; nearly all actives have a fitted effect of over 60% in size
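Huh7 reporter line, Rab9 promoter upstream of luciferase. Compound exposure 24 h at 37 °C in reduced-serum medium with 10% FBS. Read-out: luminescence.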
FLuc counter = firefly luciferase modulation, counter-screen for miR-21 project; P08659; purified FLuc, Km substrates, luminescence inhibition; Potency, µM (series often up to 57.5 µM), inactives show at the highest dose activity change, negative = inhibition, most hits filed as inhibitors; hit rate 6.9% among 360,000; AID 588342;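 further: potency means the concentration at half of the fitted maximal effect; plate controls were vehicle for no effect and reference inhibitor for full effect; nearly all actives have a fitted effect of over 55% in size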
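Biochemical qHTS of compounds, final roughly 60 µM downward over six points, against 10 nM purified firefly luciferase using Km concentrations of substrates (10 uM D-luciferin, 10 uM ATP) in Tris acetate pH 7.5 buffer; luminescence output.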
RORg inh = blocks mouse ROR gamma transcriptional activity | hit rate 5.4% among 310,000 | Potency, µM (series often up to 53.6 µM), for inactives: at the top dose activity change, negative = inhibition, hits mostly inhibitors | Drosophila S2 Gal4-RORgamma UAS-luciferase reporter, 20 h; further: potency means the concentration at half of the fitted maximal effect; on the % scale 0 is the no-effect control and ±100 the full control effect; nearly all actives have a fitted effect of over 60% in size
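Stable Schneider cell line, Gal4 DNA-binding domain fused to ROR gamma, UAS-luciferase. Cmpd 1 hr RT → CuSO4 700 uM final → 20 hr RT → luciferase reagent 10 min → luminescence.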
Menin-MLL TR inh = inhibitors of human menin-MLL interaction, mutant MLL peptide. O00255. Menin + Texas Red MLL mutant peptide, fluorescence polarization. Potency, µM (doses to about 61.6 µM), without a hit: at the top dose FP activity change, negative = inhibition, hits mostly inhibitors. hit rate 0.23% among 270,000. AID 1768; active means well fitted inhibition curve with a large enough effect in the polarisation, with a control signal flat, not every such curve was filed as active; inconclusive means small, poorly fitted or top-dose-only effect, or effect the other way, or a change in a side signal; inactive means no such curve, though single readings can be large or run the other way; the % refers to the polarisation; further: potency means the concentration at half of the fitted maximal effect; % of control where 0% means no effect; many of its hits are not listed in these tables
ELG1 repair inh = inhibitors of ELG1-dependent DNA repair in HEK293T cells | HEK293T ELG1-luciferase reporter, luminescence, 16 h; DNA damage induced by 5-fluorouridine | Potency, µM (highest dose often 46.1 µM), inactives show at the top dose activity change, negative = inhibition, hits mostly inhibitors | hit rate 2.3% among 330,000; further: potency means the concentration at half of the fitted maximal effect; on the % scale 0 is the no-effect control and ±100 the full control effect; nearly all actives have a fitted effect of over 55% in size
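HEK293T cells expressing luciferase-tagged ELG1 (2,000/well) received 5-Fluorouridine plus compound or DMSO for 16 hr at 37 °C. Luciferase was read by ONE-Glo luminescence after 30 min at room temperature.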
Mito fusion act = inhibitors of mitochondrial division or activators of mitochondrial fusion; hit rate 0.23% among 320,000; Potency, µM (doses to about 46.1 µM), inactives show top-dose growth rescue (activation), actives largely listed as activators; AID 485298; S. cerevisiae fusion-defective mutant growth rescue, CellTiterGlo 48 h;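 further: potency means the concentration at half of the fitted maximal effect; % of control where 0% means no effect; nearly all actives have a fitted effect of over 45% in size; temperature-sensitive fusion mutants such as fzo1-1 at 37 °C on non-fermentable ethanol glycerol medium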
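Yeast fusion mutant, YPEG (non-fermentable carbon), compound, 48 h at 37C non-permissive; CellTiterGlo added, 10 min RT, luminescence read. Rescued growth = division inhibition.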
Gal4-VP16 FLuc = inhibits Gal4-VP16 luciferase reporter, ROR gamma counter-screen. AID 2546. hit rate 3.5% among 310,000. Drosophila S2 Gal4-VP16 UAS-luciferase, luminescence, 20 h. Potency, µM (top dose mostly 53.6 µM), without a hit: top-dose activity, negative = inhibition, most hits filed as inhibitors;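 further: Gal4-VP16 expression switched on by copper sulfate through the metallothionein promoter; potency means the concentration at half of the fitted maximal effect; on the % scale 0 is the no-effect control and ±100 the full control effect; nearly all actives have a fitted effect of over 50% in size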
NPC1 promoter act = activates the NPC1 promoter | Huh7 NPC1 promoter luciferase reporter, 24 h | Potency, µM (titrated, usually from 9.22 µM), for the others: at the highest dose activation, usual class: activators | hit rate 2.4% among 320,000 | AID 485313;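 further: potency means the concentration at half of the fitted maximal effect; % of control where 0% means no effect; nearly all actives have a fitted effect of over 60% in size; reporter is driven by a mutant NPC1 promoter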
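Readout is luciferase luminescence, reflecting NPC1 promoter activation in stably transfected Huh7 cells after 24 h compound exposure at 37 °C in reduced-serum medium with 10% FBS.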
PKM2 activator = increases activity of human pyruvate kinase M2 | P14618 | purified PKM2, Kinase-Glo ATP luminescence, activation; response scale: 0% is enzyme alone, no compound | Potency, µM (doses to about 57.5 µM), without a hit: at the top dose activation, hits mostly activators | hit rate 0.34% among 260,000 | AID 1631; further: potency means the concentration at half of the fitted maximal effect; on the % scale 0 is the no-effect control and ±100 the full control effect; nearly all actives have a fitted effect of over 55% in size
Target sequence (P14618 whole entry, looked up): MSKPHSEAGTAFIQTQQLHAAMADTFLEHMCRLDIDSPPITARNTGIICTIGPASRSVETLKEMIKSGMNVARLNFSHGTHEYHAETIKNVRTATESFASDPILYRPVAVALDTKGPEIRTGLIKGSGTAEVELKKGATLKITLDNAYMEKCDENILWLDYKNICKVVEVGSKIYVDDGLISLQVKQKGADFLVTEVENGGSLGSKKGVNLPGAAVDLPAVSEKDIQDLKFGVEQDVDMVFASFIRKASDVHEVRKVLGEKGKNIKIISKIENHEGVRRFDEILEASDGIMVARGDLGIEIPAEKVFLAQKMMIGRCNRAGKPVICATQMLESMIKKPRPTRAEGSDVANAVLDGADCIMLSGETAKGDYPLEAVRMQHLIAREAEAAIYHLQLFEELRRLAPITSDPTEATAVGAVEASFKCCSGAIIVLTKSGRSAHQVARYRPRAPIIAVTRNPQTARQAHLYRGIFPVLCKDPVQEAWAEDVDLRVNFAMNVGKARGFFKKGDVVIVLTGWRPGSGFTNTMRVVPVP
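Kinase-Glo luminescence reports ATP generated from ADP (0.1 mM) and PEP (0.5 mM) by purified hPK-M2 after 1 h at room temperature, pH 7.2 imidazole buffer; intermediate enzyme activity allows detecting inhibitors and activators.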
MBNL1 CUG block = inhibitors of human MBNL1 binding to CUG repeat RNA. Q9NR56. TR-FRET MBNL1-His/biotin-(CUG)12 binding, 665/545 ratio. Potency, µM (highest dose often 57.5 µM), for the others: at the top dose activity change, negative = inhibition, hits mostly inhibitors. hit rate 0.036% among 280,000. AID 2675; active means well fitted inhibition curve with a large enough effect in the signal ratio, with a control signal flat, not every such curve was filed as active; inconclusive means small, poorly fitted or top-dose-only effect, or effect the other way, or a change in a side signal; inactive means no such curve, though single readings can be large or run the other way; the % refers to the signal ratio; further: potency means the concentration at half of the fitted maximal effect; on the % scale 0 is the no-effect control and ±100 the full control effect
Target sequence (Q9NR56 whole entry, looked up): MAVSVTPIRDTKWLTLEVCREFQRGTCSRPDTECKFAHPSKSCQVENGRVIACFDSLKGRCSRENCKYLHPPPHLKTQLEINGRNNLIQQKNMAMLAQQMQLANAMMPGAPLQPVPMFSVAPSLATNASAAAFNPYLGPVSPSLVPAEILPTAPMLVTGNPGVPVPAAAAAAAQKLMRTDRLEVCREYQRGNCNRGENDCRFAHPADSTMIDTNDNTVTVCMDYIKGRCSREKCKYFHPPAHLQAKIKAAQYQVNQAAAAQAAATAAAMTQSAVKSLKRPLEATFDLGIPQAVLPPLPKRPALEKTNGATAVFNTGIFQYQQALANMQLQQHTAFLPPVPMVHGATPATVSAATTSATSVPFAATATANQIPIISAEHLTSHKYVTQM
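His-tagged MBNL1 binding to biotinylated (CUG)12 RNA was measured by TR-FRET using terbium anti-His antibody (0.055 ng/ul final) and streptavidin-XL665 (5 nM final). Compounds were titrated 92 nM to 58 uM; 60 min at room temperature.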
The depositor's hits bear a star; ? = inconclusive; . = not tested or not shown; & = joins results of further samples; [ ] = another dose, or the depositor's remark. Unless noted, the call rests on the fitted dose curve; in most records, active means well fitted curve in the direction sought with a large enough effect; inconclusive means small, poorly fitted or top-dose-only effect, or another doubt; inactive means no such curve, though single readings can be large; an effect the other way counts as inactive or inconclusive. Not all compounds are listed; the hit share may differ from the screen's.

| structure | KCNH2 3.1 inh | Rab9 promoter act | FLuc counter | RORg inh | Menin-MLL TR inh | ELG1 repair inh | Mito fusion act | Gal4-VP16 FLuc | NPC1 promoter act | PKM2 activator | MBNL1 CUG block |
| --- | --- | --- | --- | --- | --- | --- | --- | --- | --- | --- | --- |
| CCSc1nc(-c2ccc(OC)cc2)cc(-c2ccccc2)c1C#N | 2 | -3% | -19% | 2% | -5% | -16% | -2% | -6% | 0% | -2% | 43%[activator] |
| CCCCn1c(=O)[nH]c(=O)c2c1nc(-c1ccc(C#N)cc1)n2C1CCCC1 | -11 | -1% | -2% | 21% | 0% | -18% | -7% | -5% | -1% | 0% | 9% |
| CC(On1nnc2ccc(S(=O)(=O)N3CCOCC3)cc21)C(=O)Nc1ccccc1F (stereo unspecified) | 8 | -5% | 1% | . | . | -2% | 5% | . | -1% | . | . |
| O=C(Cc1ccsc1)Nc1ccc(S(=O)(=O)C(F)F)cc1 | 4 | 23% | ? | 26% | 21% | 8% | -2% | -7% | 2% | 11% | -5% |
| CC(=O)c1ccc(NC(=S)NC(C)CCc2ccccc2)cc1 (stereo unspecified) | -5 | -3% | 2% | 7.9µM* | ? | 21% | -2% | 20µM* | -11% | 0% | -4% |
| COc1ccc(CCN2CC(C(=O)NCC3(O)CCCCC3)CCC2=O)cc1 (stereo unspecified) | 0 | -1% | 1% | -16% | . | 18% | -2% | 4% | 1% | -6% | 2% |
| O=C(CSc1ccc2c(c1)OCCO2)Nc1ccc(Br)cc1 | . | 6% | ? | 8% | ? | -8% | 0% | -1% | -1% | -1% | -3% |
| COc1ccc(NC(=O)C(c2ccc(C)cc2)N(C)C(=O)c2ccc(=O)[nH]c2)cc1 (stereo unspecified) | -4 | -12% | -2% | 1% | 1% | -3% | -4% | -5% | 0% | -6% | -2% |
| Cc1ccc2nc(N(CCN(C)C)C(=O)c3ccc4ccccc4c3)sc2c1 | 2 | 4% | 1% | 12% | -10% | 4% | 12% | -2% | -1% | . | 18% |
| O=S(=O)(Nc1nc2ccccc2nc1NCC1CCCO1)c1cc(Cl)ccc1Cl (stereo unspecified) | -40 | -3% | 1% | 5% | . | ? | 14% | 6% | -3% | -3% | 1% |
| CCS(=O)(=O)c1ncc(CO)n1CCc1ccccc1 | -1 | -4% | 7% | -9% | -2% | -16% | 0% | 1% | -2% | 7%[11.5 µM] | -2% |
| CCOC(=O)c1c(NC(=O)C2C3C=CC(CC3)C2C(=O)O)sc(C)c1C (stereo unspecified) | -10 | -3% | 15% | -8% | 2% | -6% | 14% | 4% | -4% | 2% | -5% |
| CC(C)CNC(=S)NC1CCCC1 | 3 | 1% | 1% | 10µM* | 3% | -1% | 2% | ? | -2% | -1% | 7% |
| CC1CCN(S(=O)(=O)c2ccc3c(c2)N(CC(=O)NCCCN2CCCCC2)C(=O)CS3)CC1 | 3 | -2% | 2%&0% | -11% | . | 23% | 7% | -4% | 1% | . | -3% |
| CCOc1ccc(C(=O)C2CCN(CC(=O)Nc3nccs3)CC2)cc1 | -10 | -2% | 4% | 18% | ? | ? | -17% | ? | -6% | -7% | -2% |
| Cc1cc(N2CCN(C(=O)OC(C)(C)C)CC2)n2ncnc2n1 | -3 | -10% | -1% | -10% | -6% | ? | 1% | -7% | 1% | 1% | -1% |
| Cc1ccc(S(=O)(=O)CCC(=O)c2ccc(F)cc2)cc1 | 0 | 10% | 3% | 4µM* | 0% | 8% | 0% | 2.8µM* | -2% | 4% | 0% |
| O=C(CSc1nc(-c2ccccc2)c(-c2ccccc2)[nH]1)Nc1nccs1 | -13 | -3% | -2% | 8% | 31%[activator] | -18% | 8% | -21% | 0% | -4% | 2% |
| Cn1c(CC(=O)Nc2ccccc2)c(Sc2ccccc2)c2ccccc21 | -20 | -7% | -1% | 14% | ? | -9% | -3% | ? | -1% | -2% | -1% |
| CC(C)C[C@H](NC(=O)C1(c2ccccc2)CCN(C(=O)OC(C)(C)C)CC1)C(=O)N1CCC[C@H]1C(=O)O | 3 | -9% | 0% | 12% | . | -4% | -13% | -3% | 1% | . | 0% |
| Cc1ccc(S(=O)(=O)NC(=O)Nc2ccc(F)c(F)c2)cc1 | -4 | -3% | -2% | -16% | -7% | 11% | -2% | 4% | -3% | -4% | -6% |
| COc1ccc(CNC(=O)c2cncc(Br)c2)cc1 | 11 | 0% | 3% | 34% | 13% | 0% | 11% | 5% | 10% | . | -1% |
| O=S(O)OC1CS(=O)(=O)CC1c1ccccc1 (stereo unspecified) | 12 | -6% | 4% | -1% | -18% | 20% | -3% | 0% | 1% | . | -7% |
| CC(NC(=O)NC1CCCCC1)c1ccc2c(c1)OCO2 (stereo unspecified) | 4 | -2% | -3% | 3% | -12% | 12% | 0% | -1% | -4% | -9% | -6% |
| O=C(NCc1cccs1)c1cc(C2CC2)on1 | -27 | ? | ? | 17% | 12% | ? | -3% | -1% | 23% | 9% | 3% |
| CCC(=O)c1ccc(OCC(=O)Nc2ccc(N3CCCCC3)cc2)cc1 | 13 | 0% | 0% | . | . | 18% | 0% | . | 1% | . | . |
| CCOC(=O)CC1NC(=O)c2ccccc21 (stereo unspecified) | 4 | 3% | 1% | 3% | 5% | 0% | 3% | -3% | -4% | 0% | 5% |
| CC(=O)N1CN(CCCn2ccnc2)Cc2c1sc1c2CCCC1 | -9 | 1% | 1% | 8% | -8% | -4% | -2% | 2% | 1% | -7% | -12% |
| Cc1ccc(OCC(O)CNCc2ccccc2)cc1C (stereo unspecified) | 17 | 0% | -1% | -12% | . | 2% | 3% | -1% | 2% | 3% | 7% |
| COc1ccccc1OCC(=O)Nc1ccccn1 | 0 | 3.2µM* | 3.4µM* | 20% | -3% | ? | -2% | 0% | ? | -38% | -7% |
| CN(C)c1nc(NCc2ccccc2)nc(SCC(=O)Nc2ccccc2)n1 | -6 | -1% | 5% | ? | 16% | ? | -1% | -17% | -1% | -3% | 10% |
| O=C(COC(=O)c1ccc(Br)o1)Nc1ccc2[nH]c(=O)[nH]c2c1 | 13 | -8% | 1% | . | . | 19% | -3% | . | -2% | . | . |
| N/C(=N\OC(=O)Cc1ccccc1[N+](=O)[O-])c1ccccn1 | 4 | -10%[1.84 µM] | ? | 10% | -2% | ? | 0% | -18%[10 µM] | 7% | -4% | ? |
| CCOC(=O)/C(C#N)=C/c1cc2cc(C)c(C)cc2nc1Cl | -5 | -1% | ? | 6% | . | ? | 3% | -4% | -3% | -7% | 18% |
| CCN(CC)S(=O)(=O)c1ccc(O)c(NC(=O)c2ccc(N3CCOCC3)c([N+](=O)[O-])c2)c1 | 10 | -4% | 3% | ? | ? | -4% | 1% | -10% | -4% | -4% | . |
| CC/C(C)=N/Oc1nc(C)cc(C)n1 | 1 | -2% | 1% | -32% | . | 0% | -7% | 2% | 3% | -10% | -5% |
| CCCCNC(=S)NNC(=O)CCn1nc(C)c(Br)c1C | 5 | -5% | 0% | 0.63µM* | -10% | -10% | -4% | 2.8µM* | -3% | 3% | -5% |
| Cc1cc(C)c2nc(-c3ccccn3)cc(C(=O)Nc3cc(C)on3)c2c1 | -3 | 9% | 0% | 3% | 16% | 5% | -1% | 2% | 11% | 8% | 28% |

Compound profiles (already shown). Values in the order: KCNH2 3.1 inh, Rab9 promoter act, FLuc counter, RORg inh, Menin-MLL TR inh, ELG1 repair inh, Mito fusion act, Gal4-VP16 FLuc, NPC1 promoter act, PKM2 activator, MBNL1 CUG block
Profile of `Cc1cc(N2CCN(C(=O)OC(C)(C)C)CC2)n2ncnc2n1` : -3, -10%, -1%, -10%, -6%, ?, 1%, -7%, 1%, 1%, -1%
Profile of `O=C(NCc1cccs1)c1cc(C2CC2)on1` : -27, ?, ?, 17%, 12%, ?, -3%, -1%, 23%, 9%, 3%
Profile of `O=S(=O)(Nc1nc2ccccc2nc1NCC1CCCO1)c1cc(Cl)ccc1Cl` (stereo unspecified) : -40, -3%, 1%, 5%, ., ?, 14%, 6%, -3%, -3%, 1%

Screening data: PubChem, National Center for Advancing Translational Sciences (NCATS)
